Bioassay records: PubChem BioAssay, several laboratories
ADAM10 inh: human ADAM10 inhibitors, primary screen, biochemical, QFRET, HTS. recombinant ADAM10, EDANS/DABCYL FRET peptide cleavage, 3 h. inhibition, % at 7 µM. 370,000 tested, 0.62% active. AID 720582, 2013;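 active = inhibition above a per-campaign cutoff equal to the mean of compounds falling between control-based bounds plus 3 SD, cut at about 20% in these data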;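 note: 0% = DMSO wells while the 100% control is not disclosed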
DAX1 inh-1: DAX1 (NR0B1) inhibitors on StAR promoter, primary screen, cell-based, luminescence, SF-1 (NR5A1), full-length DAX-1. HEK293T StAR-luciferase reporter, SF-1/DAX-1 repression relief. inhibition, % at 6.8 µM. 370,000 tested, 1.1% active. AID 652010, 2013;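 active = inhibition above the mean over all tested compounds plus 3 SD, cut at about 3.6% in these data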;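 note: 0% = DAX-1 cells with DMSO and 100% = cells lacking DAX-1 with DMSO; higher inhibition means more luminescence from relief of DAX-1 repression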
ADAM17 inh: ADAM17 inhibitors, primary screen, biochemical, QFRET | Disintegrin and metalloproteinase domain-containing protein 17 (Homo sapiens), P78536 | 370,000 tested, 0.83% active | inhibition, % at 6.95 µM | AID 720648, 2013 | recombinant ADAM17, EDANS/DABCYL FRET peptide cleavage;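 active = inhibition above the mean of compounds lying between control limits plus 3 SD, set per campaign, cut at about 8.5% in these data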;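 note: 0% = DMSO-only wells as the low control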
Target sequence (P78536 215-824 limits assumed): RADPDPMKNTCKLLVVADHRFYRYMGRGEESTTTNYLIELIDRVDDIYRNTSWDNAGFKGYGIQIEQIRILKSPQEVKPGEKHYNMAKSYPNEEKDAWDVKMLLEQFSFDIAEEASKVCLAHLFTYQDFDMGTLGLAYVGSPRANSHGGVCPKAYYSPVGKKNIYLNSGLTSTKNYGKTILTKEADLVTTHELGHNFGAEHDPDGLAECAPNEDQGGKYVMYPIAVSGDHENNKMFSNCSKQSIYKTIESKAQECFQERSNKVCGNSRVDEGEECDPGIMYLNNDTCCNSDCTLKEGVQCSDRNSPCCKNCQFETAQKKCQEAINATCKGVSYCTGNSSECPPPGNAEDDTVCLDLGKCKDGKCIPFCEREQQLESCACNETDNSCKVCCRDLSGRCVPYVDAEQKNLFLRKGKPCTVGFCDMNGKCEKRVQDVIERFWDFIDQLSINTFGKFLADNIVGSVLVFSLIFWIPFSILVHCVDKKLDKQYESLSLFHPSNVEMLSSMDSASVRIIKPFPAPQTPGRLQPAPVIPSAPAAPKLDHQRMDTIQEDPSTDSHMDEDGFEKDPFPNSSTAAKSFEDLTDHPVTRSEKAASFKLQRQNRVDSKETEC
NPR1 activator: GC-A stimulated cGMP production enhancers – HEK293 GC-A cells, cGMP TR-FRET, EC30 ANP, primary screen; Atrial natriuretic peptide receptor 1 (Homo sapiens), P16066; 0% at EC30 ANP, 100% saturating ANP; activation, % at 10 µM; 370,000 tested, 0.14% active; in the data active = activation above about 40%
SMARCA2 act: SMARCA2 (BRM) function activators, primary screen, cell-based, luminescence, high throughput | MG213 cells, MMTV-luciferase reporter, dexamethasone, overnight | activation, % at 9.1 µM | AID 652017, 2013 | 370,000 tested, 1% active; in the data active = activation above about 7.8%;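 note: 0% = vehicle wells and 100% = reference activator wells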
FXN GAA850 act: FXN promoter activators, primary screen, cell-based, luciferase luminescence, HEK293 lucGAA850; 360,000 tested, 0.56% active; HEK293 lucGAA850 FXN promoter luciferase reporter, 24 h; percent of 10 µM SAHA response; activation, % at 6 µM;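 active = activation above the average of all compounds screened plus 3 SD, cutoff fixed separately per campaign, cut at about 7.5% in these data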;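 note: 0% = DMSO wells and 100% = 10 µM SAHA wells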
hcDAF12 agonist: H. contortus DAF-12 nuclear receptor activators, primary screen, cell-based, luminescence, HEK293, lit1-tk-luc reporter | 370,000 tested, 1.4% active | AID 652067, 2013 | HEK293 hcDAF-12 lit1-tk-luc reporter; 0% DMSO, 100% Δ7-dafachronic acid | activation, % at 6.8 µM;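 active = activation above the mean of all tested compounds plus 3 SD, cut at about 5.5% in these data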;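 note: 100% = response to 3 µM Δ7-dafachronic acid high control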
ssDAF-12 act: S. stercoralis DAF-12 nuclear receptor activators, primary screen, cell-based, luminescence, HEK293, GRIP1 co-expression, lit1-tk-luc. Nuclear hormone receptor DAF-12 (Strongyloides stercoralis). HEK293 ssDAF-12/GRIP1 lit1-tk-luc reporter; % of 3 µM dafachronic acid response. activation, % at 6.8 µM. 370,000 tested, 1% active;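 active = activation above the mean over all tested compounds plus 3 SD, cut at about 0.9% in these data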;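 note: 0% = DMSO-only wells and 100% = 3 µM delta7-dafachronic acid wells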
hgDAF12 agonist: H. glycines DAF-12 receptor agonists, primary screen, cell-based, luminescence, HEK293, GAL4 fusion, UAS-luciferase; HEK293 GAL4-hgDAF12 UAS-luciferase reporter, agonist luminescence; normalized to butyrate control; activation, % at 6.8 µM; 370,000 tested, 1.8% active;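 active = activation above a cutoff set at the mean of all screened compounds plus 3 SD, cut at about 10% in these data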;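 note: 0% = DMSO wells and 100% = sodium butyrate wells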
PG9 Ab binder: binders of HIV-1 gp120 antibody PG9, primary screen, biochemical, TR-FRET | TR-FRET gp120-PG9 antibody binding | 360,000 tested, 0.43% active | HIV-1 gp120 / PG9 antibody interaction | inhibition, % at 6.7 µM; in the data active = inhibition above about 8.5%
DAX1 inh-2: DAX1 (NR0B1) inhibitors, primary screen, cell-based, HEK293, Gal4-DAX1, luciferase luminescence; Nuclear receptor subfamily 0 group B member 1 (Homo sapiens), P51843; HEK293 Gal4-DAX1 luciferase reporter; inhibition, % at 6.75 µM; 340,000 tested, 0.99% active; AID 504766, 2011;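 active = inhibition above the mean over all tested compounds plus 3 SD, cut at about 4.2% in these data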;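 note: 0% = DAX1-transfected cells with DMSO and 100% = empty-vector control cells with DMSO; inhibition shows as a rise in luminescence from relieved DAX1 repression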
Target sequence (P51843 207-470 limits assumed): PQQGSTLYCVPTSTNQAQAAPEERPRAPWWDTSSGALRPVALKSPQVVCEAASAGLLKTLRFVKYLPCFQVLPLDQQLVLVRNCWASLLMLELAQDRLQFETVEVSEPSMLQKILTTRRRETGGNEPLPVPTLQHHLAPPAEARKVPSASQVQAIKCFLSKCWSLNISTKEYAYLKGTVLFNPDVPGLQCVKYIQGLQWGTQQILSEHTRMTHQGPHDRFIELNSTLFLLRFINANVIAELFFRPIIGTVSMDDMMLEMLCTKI
The depositor's hits bear a star; . = not tested or not shown.

SMILES | ADAM10 inh | DAX1 inh-1 | ADAM17 inh | NPR1 activator | SMARCA2 act | FXN GAA850 act | hcDAF12 agonist | ssDAF-12 act | hgDAF12 agonist | PG9 Ab binder | DAX1 inh-2
COC(=O)c1sc(NC(=O)CCCn2nc([N+](=O)[O-])cc2C)c(C(=O)OC)c1C | -1 | 0.5 | 4 | -3 | 1 | -3.4 | -0.2 | -1.0 | 1.8 | -2.2 | 0.8
Cc1nn(C)cc1C(=O)Nc1ccc2c(c1)OCCO2 | 4 | 0.4 | -2 | 0 | 0 | -3.7 | -0.1 | -1.3 | 1.2 | -0.5 | 0.7
COCCN(CC1CCCN(C2Cc3ccccc3C2)C1)C(=O)CCC(C)=O (stereo not given) | -5 | 0.1 | -1 | 2 | 1 | 0.4 | 1.7 | 0.1 | 2.3 | 0.5 | 0.1
CN(C(=O)c1cccc(NC(=O)Cc2ccc(NC(=O)C3CCCN(C(=O)C4CCC4)C3)cc2)c1)C1CC1 (stereo not given) | -8 | 0.0 | -2 | 2 | 0 | -1.9 | -0.4 | -0.6 | -0.1 | 1.6 | 0.3
CCOC(=O)N1CCC(NC(=O)c2cnn3c2NC(c2ccco2)CC3C(F)(F)F)CC1 (stereo not given) | 15 | -0.1 | -1 | -3 | 2 | 0.8 | -0.8 | -1.4 | 0.0 | -2.4 | -0.7
COc1ccc(OC)c(NC(=S)N2CCCC2)c1 | -6 | 0.7 | 0 | 0 | 0 | 0.6 | 1.1 | -0.7 | -1.2 | -2.5 | 2.5
O=C(Nc1cccnc1)C1CC(=O)N(c2ccc(F)cc2)C1 (stereo not given) | -3 | -0.4 | -2 | 3 | 1 | -1.9 | -0.7 | -0.2 | -1.6 | 1.0 | -0.4
COc1ccc(-c2nnc(SCCC(=O)O)n2-c2ccccc2)cc1OC | 1 | 0.1 | -3 | 2 | -2 | -0.8 | -0.1 | -1.0 | -0.5 | -0.7 | 0.7
CC(=O)Nc1ccc(-c2ccnc3c2CC(C)(C(=O)Nc2cccc(Oc4ccccc4)c2)O3)cc1 (stereo not given) | 2 | -0.4 | 5 | -7 | -5 | -3.4 | -2.1 | -1.4 | -1.0 | 0.0 | .
O=C(COc1ccccc1Cl)NCCc1ccc2c(c1)OCCO2 | 9 | 0.8 | 2 | 0 | 11* | 3.2 | 0.2 | -0.3 | 2.4 | 0.9 | 0.0
CCCNC(=O)N[C@H]1C=C[C@H](CC(=O)NC2CCCCC2)O[C@@H]1CO | -12 | -0.3 | -5 | -1 | -4 | . | 0.4 | -0.4 | 0.1 | -1.3 | .
O=S(=O)(Cc1ccccc1)N1CCN(Cc2ccccc2)CC1 | -2 | 0.2 | -4 | 3 | -1 | -0.6 | -1.1 | -1.7 | -1.7 | -0.5 | 0.5
CCCCn1c(=N)n(CC(=O)c2ccc([N+](=O)[O-])cc2)c2ccccc21 | -1 | -0.1 | -5 | -6 | -1 | . | 1.0 | -0.2 | 2.0 | -2.4 | .
Cc1ccc(C(=O)NCc2ccco2)cc1 | 3 | -0.2 | 2 | 0 | 1 | -1.0 | -0.9 | -0.5 | 3.8 | 0.6 | 0.0
Cn1c(SCCOc2ccccc2Cl)nnc1-c1cccs1 | 0 | 0.3 | 3 | -3 | 0 | 2.0 | -0.5 | -1.1 | 2.0 | -0.4 | -0.3
Cc1ccc(C(=O)N(Cc2nnc(-c3ccc(Cl)cc3)o2)C2CC2)o1 | -18 | -0.8 | -1 | 0 | -3 | 1.0 | -0.5 | -1.6 | 0.8 | -0.7 | 1.2
CCOC(=O)N1CCN(CCC(=O)Nc2ccccc2OC)CC1 | -7 | 0.1 | -5 | 0 | -3 | -0.5 | -0.4 | -1.4 | 1.4 | 2.0 | 0.3
O=C(Nc1cc(Cl)ccc1N1CCOCC1)c1cccnc1Cl | -6 | -0.8 | 1 | -1 | -2 | 0.0 | 3.9 | -0.8 | 1.0 | 0.1 | -0.4
Cc1ccc(S(=O)(=O)/N=C(/Nc2ccccc2C)c2ccccc2)cc1 | -7 | -0.8 | -1 | -8 | 1 | 2.9 | -1.2 | -1.2 | 0.3 | -0.8 | -0.2
COc1ccc(/C(N)=N/OC(=O)c2ccc3c(c2)OCO3)cc1 | -3 | 0.0 | 1 | 3 | 6 | 2.2 | 6.0* | -0.6 | 5.7 | -0.5 | 0.7
CCC(=NCCN1CCNCC1)C1=C(O)CC(C)(C)CC1=O | -11 | 0.5 | 1 | 0 | 4 | 2.1 | -1.0 | -1.1 | 0.6 | -1.3 | 0.2
c1ccc(C(Cc2nc(-c3cccnc3)no2)c2ccccc2)cc1 | -1 | -1.0 | 0 | 3 | 1 | 0.5 | -2.8 | -1.7 | -2.9 | -0.2 | 0.1
Cc1cc(C)n(-c2ccc(C(C)C)cc2)c(=O)c1C#N | -21 | 0.1 | -2 | 3 | 1 | -1.0 | 0.2 | -1.2 | 2.1 | -2.0 | -1.5
CCOc1ccc(CNC(=O)C2CCCN(S(=O)(=O)N3CCC(C)CC3)C2)cc1OC (stereo not given) | -3 | -1.3 | -6 | 0 | -3 | 3.2 | -0.8 | -0.8 | -1.2 | 0.7 | 0.5
CC(C)CCNC(=O)c1cc(S(=O)(=O)N2CCC3(CC2)OCCO3)ccc1F | 0 | 0.0 | 0 | -1 | 1 | 0.2 | -2.0 | -1.6 | -3.8 | -0.7 | -0.9
CN(Cc1ccccc1)C(=O)c1ccc(NC(=O)Cc2ccc(NC(=O)C3CCCN(C(=O)c4ccccc4)C3)cc2)cc1 (stereo not given) | 3 | -2.9 | 1 | -2 | -4 | -0.1 | 0.5 | -1.8 | -3.3 | 0.8 | -1.4
Cc1ccc(NC(=S)NCC(C)C)cc1 | -2 | 0.8 | 4 | 1 | -1 | 2.4 | -0.7 | -0.2 | 3.4 | -3.2 | 0.5
O=c1[nH]c(CN2CCN(Cc3ccccc3)CC2)nc2scc(-c3ccccc3)c12 | -3 | -0.7 | -3 | -2 | -2 | 1.0 | -1.4 | -2.0 | 2.0 | -2.6 | -1.4
CCOc1ccc(N2CC(C(=O)Nc3ccccc3C(=O)NC3CC3)CC2=O)cc1 (stereo not given) | -3 | -0.2 | -1 | 0 | -1 | 0.9 | -2.1 | -1.1 | 2.7 | -1.1 | -2.0
Nc1ccc(SCc2cccnc2)cc1 | 4 | -0.2 | -2 | 3 | -1 | 1.4 | 2.6 | -0.6 | 3.0 | -1.2 | -1.0
CN(CCCC(=O)O)c1ccc(N=Nc2ccc([N+](=O)[O-])cc2)cc1 | 1 | 0.3 | 1 | 20 | 3 | -0.1 | 3.1 | -0.8 | 1.2 | -13 | 3.0
O=C1C(=O)N(Cc2cccnc2)C(c2ccccn2)/C1=C(/O)c1ccccc1 (stereo not given) | 6 | 0.9 | 4 | -2 | 6 | 2.7 | -0.3 | -1.3 | -0.1 | -1.0 | 0.8
COc1ccc(C(=O)On2c(-c3ccc(Br)cc3)nc3ccccc3c2=O)cc1 | -6 | 0.3 | -3 | 0 | -1 | -2.5 | -1.3 | -0.7 | 1.8 | 1.8 | -0.9
CCCCC(=O)Nc1ccc(NC(=O)C2CC2)cn1 | -6 | 0.6 | -4 | 0 | -5 | 2.9 | -1.3 | -1.1 | 2.2 | 3.2 | -0.5
COc1cc(/C=C/C(=O)c2ccc3c(c2)OCCO3)cc(Br)c1OCC(=O)N(C)C | 16 | -2.2 | 4 | 7 | -3 | -7.6 | -5.7 | -2.1 | -9.6 | 0.3 | -5.1
CC(C)Oc1ccccc1/C=N/NC(=O)c1ccccc1Cl | 3 | 0.4 | -5 | -1 | -1 | 1.0 | -0.2 | -1.2 | 1.2 | -0.3 | -2.4
CCc1c(C)c2ccc(OCC(=O)OC(C)C)c(C)c2oc1=O | -33 | -0.2 | -11 | 5 | -3 | 4.3 | -1.2 | -1.6 | 1.2 | 0.7 | -1.4
CCn1c(SCC(=O)N2CCCCCC2)nc2ccccc2c1=O | 5 | -0.2 | 0 | -4 | -2 | -0.7 | -1.7 | -1.3 | 0.0 | 0.9 | -2.4
O=C(Cc1ccccc1)NCC(=O)OCC(=O)c1ccc(F)cc1 | -7 | 0.5 | -3 | 4 | 0 | 0.2 | -1.6 | -1.0 | 3.0 | -0.9 | 0.4
O=S(=O)(c1cc(C(F)(F)F)ccc1Cl)N1CCCCCC1 | -1 | -0.2 | -1 | -1 | -3 | 1.5 | -2.3 | -2.1 | -0.2 | 0.2 | 0.7
CC(C)(C)C(=O)Nc1nc2c(s1)CN(Cc1ccccc1)CC2 | -57 | 1.8 | -23 | 0 | 7 | 4.8 | 1.5 | 0.1 | 11* | -0.7 | 0.4
COc1ccc(NC(=O)C2Cc3ccccc3C(=O)O2)cc1 (stereo not given) | 4 | 1.8 | 1 | -4 | 2 | 1.4 | 2.2 | -1.6 | 5.3 | -1.7 | 0.5
CC(C)c1c(O)nc(SCC(=O)Nc2ccc3c(c2)CCC3)[nH]c1=O | 14 | -0.8 | 4 | 3 | -1 | -1.8 | 0.4 | -0.9 | 0.7 | -1.4 | -0.6
CC1CCC2C(=O)N(c3cccc(C(=O)Nc4ccc(F)cc4)c3)C(=O)C2C1 (stereo not given) | 1 | -0.6 | -1 | -1 | -1 | 1.4 | -1.1 | -0.9 | 2.0 | -1.0 | 0.1
COc1cc(C(=O)NC(=S)Nc2cccc3nc(C)ccc23)cc(OC)c1OC | 3 | -0.2 | -5 | -2 | -3 | 0.7 | -0.6 | -1.7 | -0.5 | -0.2 | -2.7

3 entries picked at random from those above, as already listed:
SMILES | ADAM10 inh | DAX1 inh-1 | ADAM17 inh | NPR1 activator | SMARCA2 act | FXN GAA850 act | hcDAF12 agonist | ssDAF-12 act | hgDAF12 agonist | PG9 Ab binder | DAX1 inh-2
CCc1c(C)c2ccc(OCC(=O)OC(C)C)c(C)c2oc1=O | -33 | -0.2 | -11 | 5 | -3 | 4.3 | -1.2 | -1.6 | 1.2 | 0.7 | -1.4
CC1CCC2C(=O)N(c3cccc(C(=O)Nc4ccc(F)cc4)c3)C(=O)C2C1 (stereo not given) | 1 | -0.6 | -1 | -1 | -1 | 1.4 | -1.1 | -0.9 | 2.0 | -1.0 | 0.1
CCn1c(SCC(=O)N2CCCCCC2)nc2ccccc2c1=O | 5 | -0.2 | 0 | -4 | -2 | -0.7 | -1.7 | -1.3 | 0.0 | 0.9 | -2.4

This is a random part of the collection (roughly 6.8% active in at least one column).
